# OX1R antag – antagonists of human orexin 1 receptor (OX1R). O43613. inhibition, % at 6.6 µM. AID 485270. hit rate 1.8% among 330,000. OX1R-expressing cells, FRET antagonist read-out; in the data active means inhibition mostly above about 38%, no sharp cut-off; inactive means mostly below about 40%;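 further: 0% = agonist challenge alone and 100% = reference antagonist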
# KCNQ2 inh – KCNQ2 channel blockers in CHO-K1 cells – cell-based, FluxOR thallium flux, B-score, primary screen (AID 2156); B-score at 10 µM; 20 min; stronger effect = lower value; hit rate 1.1% among 310,000;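 active means fluorescence ratio B-score at most minus 3 library SDs, with starting brightness B-score within 2 library SDs, cut at about -5.5 in these data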
# Target sequence (O88943 whole entry, looked up): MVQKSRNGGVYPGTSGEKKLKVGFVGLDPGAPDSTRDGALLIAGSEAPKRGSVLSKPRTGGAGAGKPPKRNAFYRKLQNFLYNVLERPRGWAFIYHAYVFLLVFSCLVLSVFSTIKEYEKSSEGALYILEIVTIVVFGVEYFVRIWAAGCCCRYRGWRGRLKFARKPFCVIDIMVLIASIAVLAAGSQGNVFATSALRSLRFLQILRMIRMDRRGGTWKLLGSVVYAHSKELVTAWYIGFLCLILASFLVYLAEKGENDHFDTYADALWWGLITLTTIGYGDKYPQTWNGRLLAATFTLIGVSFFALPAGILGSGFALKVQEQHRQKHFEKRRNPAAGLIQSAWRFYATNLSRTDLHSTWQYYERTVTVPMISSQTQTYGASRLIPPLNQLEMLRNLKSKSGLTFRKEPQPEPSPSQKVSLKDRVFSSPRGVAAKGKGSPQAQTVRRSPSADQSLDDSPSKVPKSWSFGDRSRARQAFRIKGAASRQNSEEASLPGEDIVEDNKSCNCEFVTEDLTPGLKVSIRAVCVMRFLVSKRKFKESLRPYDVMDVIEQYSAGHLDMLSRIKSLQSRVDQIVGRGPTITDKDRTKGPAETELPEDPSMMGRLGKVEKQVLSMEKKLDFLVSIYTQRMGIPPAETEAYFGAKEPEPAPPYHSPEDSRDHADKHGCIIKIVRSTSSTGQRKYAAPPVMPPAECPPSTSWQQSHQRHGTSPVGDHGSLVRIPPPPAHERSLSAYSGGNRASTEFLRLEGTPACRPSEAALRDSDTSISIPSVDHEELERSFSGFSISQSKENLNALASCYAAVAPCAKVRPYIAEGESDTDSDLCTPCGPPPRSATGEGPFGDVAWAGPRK
# STK33 inh – blocks human STK33 kinase activity; AID 2661; hit rate 0.073% among 320,000; inhibition, % at 10 µM; purified STK33, MBP phosphorylation, ADP-Glo luminescence;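 active means inhibition at or above 25%, using the most active replicate where run in duplicate; inactive means inhibition below 25%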
# Starred values were filed as active, the others as inactive; i = inactive; . = no result given. Rows are unselected, and some 2.7% of all compounds hit somewhere here.
SMILES,OX1R antag,KCNQ2 inh,STK33 inh
C=CCOc1ccc(/C=C2\N=C(C)OC2=O)cc1OC,2,i,-0.1
CS(=O)(=O)Oc1ccc(Br)cc1/C=C1/N=C(c2ccco2)OC1=O,12,i,0.2
Cn1c(=O)c2c(nc(SCC(=O)NCc3ccc4c(c3)OCO4)n2Cc2ccc(F)cc2)n(C)c1=O,9,i,0.8
CCOc1cccc2c1OC1(C)CC2NC(=O)N1c1cccc(Cl)c1 (stereo not given),44*,i,-1.8
C/C(=N\OC(=O)c1ccc(F)cc1)c1sc(-c2ccc(Cl)cc2)nc1C,4,i,-0.4
C[C@@H]1CN([C@H](C)CO)C(=O)c2cc(NC(=O)c3ccncc3)ccc2O[C@@H]1CN(C)C(=O)Nc1ccccc1,15,.,0.8
O=C(N1CCOCC1)C12CC3CC(C1)CC(C(=O)N1CCOCC1)(C3)C2,6,i,0.7
O=C(CNC(=O)c1ccccc1Cl)NC1CCN(Cc2ccccc2)CC1,15,i,-1.5
O=C(COc1ccc(Br)cc1Cl)c1ccc[nH]1,6,i,-0.8
CC(C)(C)c1ccc(OCC(=O)Nc2cccc(S(=O)(=O)NC3=NCCCCC3)c2)cc1,15,.,-1.5
COc1ccc(/C=N/N=C2\SCC(=O)N2c2c(C)n(C)n(-c3ccccc3)c2=O)cc1OC,10,i,-1.0
COc1ccccc1CNC(=O)CN(c1cccc([N+](=O)[O-])c1)S(C)(=O)=O,47,i,-1.5
Cc1cccc(NC(=O)CNC(=O)COc2ccc(-c3ccc(C#N)cc3)cc2)c1C,18,i,-0.5
COc1ccc(C(=O)c2cc([N+](=O)[O-])ccc2N2CCCC2)cc1,27,i,-0.9
Cc1cc(=O)oc2c3c(cc(OCC(=O)NCc4ccncc4)c12)OC(C)(C)CC3,22,i,0.3
COc1ccccc1N(C(=O)Cn1nnc(-c2ccc(C)o2)n1)C(C(=O)NC1CCCC1)c1ccncc1 (stereo not given),12,i,0.3
Cc1ccc(S(=O)(=O)Nc2cc(-c3ccccc3)nn2C)cc1,4,i,-0.9
Cc1cc(C)c(C2=Nn3c(C)nnc3SC2C)cc1C (stereo not given),14,i,-0.1
COc1ccc(OC)c(CNC(=O)Cc2c(C(=O)O)[nH]c3ccccc23)c1,15,i,-0.8
CCCc1cc(C(=O)N2CCCC(C(=O)c3cccc4ccccc34)C2)n(C)n1 (stereo not given),22,i,-1.2
CC(=O)c1ccc(OCCCC(=O)N2CCN(S(=O)(=O)c3ccc(C(C)C)cc3)CC2)cc1,11,i,.
COc1cccc(N2CCN(CC(=O)NC3=Nc4ccccc4N=C(C)C3c3ccccc3)CC2)c1 (stereo not given),7,i,0.4
CC(C)Cc1ccc(C(C)NC(=O)c2ccc(=O)[nH]c2)cc1 (stereo not given),1,i,-1.9
Cc1nn(Cc2ccc(F)cc2)c(Cl)c1/C=N/NC(=O)c1ccccc1,18,i,-1.4
Cc1cc2nc3c(c(=O)n2[nH]1)CCCC3,5,i,-0.6
O=C(COc1ccccc1)Nc1ccc(N2CCCCC2)cc1,8,i,0.2
CCn1c(=N)n(CC(O)COc2cccc(C)c2)c2ccccc21 (stereo not given),15,i,0.7
COc1ccc(NC(=O)c2ccc(C(=O)c3ccccc3)o2)cc1,23,.,-0.4
COC(=O)c1ccc(C2NC(=O)CCC2[N+](=O)[O-])cc1 (stereo not given),10,i,-0.8
Cc1occc1C(=O)NNC(=O)C1CCCCC1,14,i,-0.7
N#Cc1c(N)c(C(=O)c2ccc(Cl)cc2)n2c1CCC2,24,i,0.1
COc1ccc(NC(=O)CNS(=O)(=O)c2ccc(Cl)cc2)cc1,9,i,-0.5
O=C(CCCOc1ccc(Cl)cc1Cl)N1CCCc2ccccc21,10,-14*,0.1
Cc1ccc(C)c(C(=O)O/N=C(\N)c2ccc(Br)cc2)c1,13,i,-1.3
CCOc1cc(/C=C2\NC(=O)NC2=O)cc([N+](=O)[O-])c1O,128*,i,5.1
CN(C)CCCn1c(SCc2ccc(Cl)cc2)nnc1-c1ccncc1,7,i,-0.3
Cc1nn(CCC(=O)NNC(=S)Nc2ccc(F)cc2)c(C)c1Br,21,i,-1.7
Cc1ccc(-c2nnc(SCC(N)=O)n2C)cc1,6,i,0.3
CCOc1ccc(/C=C/C(=O)Oc2ccc(OC)cc2)cc1,18,i,-0.3
O=C(c1ccccc1)c1ccccc1C(=O)N1CCOCC1,-1,i,-0.1
COc1ccc(S(=O)(=O)Nc2cc(S(=O)(=O)c3ccccc3)c(O)cc2C)cc1,22,i,-1.0
COc1ccc(/C=N/NC(=O)c2ccc3nc[nH]c3c2)c(OC)c1OC,35,i,2.1
O=C(N/N=C/c1ccc(OCc2ccccc2)cc1)c1ccncc1,17,i,-0.2
CCc1ccc(-c2nnn(Cc3nn[nH]n3)n2)cc1,10,i,1.7
COc1ccc(Cl)cc1-c1nc(-c2ccc(NC(=O)c3cccs3)cc2)no1,47,i,-0.9
Cc1onc(-c2ccccc2)c1C(=O)N1CCc2ccccc21,5,i,-0.6
Cc1ccc(NC(=S)NNC(=S)NC2CCCCC2)cc1,19,i,-0.8
CC(C)Oc1cccc(C(=O)C2CCCN(Cc3cccn3-c3cccnc3)C2)c1 (stereo not given),7,i,.
O=C(Nc1ccc(N2CCOCC2)c(Cl)c1)c1cccnc1,12,i,-0.8
COC(=O)[C@]1(CC(C)C)N[C@H](c2ccc(-c3ccc(C(C)=O)cc3)cc2)[C@@H]2C(=O)N(C)C(=O)[C@@H]21,11,.,-0.4
COc1ccc(CCN(C)CCc2ccc(OC)c(OC)c2)cc1OC,15,i,-0.4
COc1ccc(S(=O)(=O)c2c(C)c(NS(=O)(=O)c3ccccc3)cc(C)c2O)cc1,28,i,0.4
CC(NC(=O)C1=CC=CN2CCS(=O)(=O)N=C12)c1ccc(Cl)c(Cl)c1 (stereo not given),15,.,1.4
Cc1nn(C(C)C)c(C)c1CN1CCN(Cc2ccsc2)C(CCO)C1 (stereo not given),2,i,-0.4
CC(C)NC(=O)c1cc2ccccc2o1,23,i,-1.2
COC(=O)c1ccccc1NC(=O)c1cc2n(n1)C(C(F)F)CC(C(F)F)N2 (stereo not given),9,i,-0.3
CCOC(=O)CSc1nc(C2CC2)nc2ccccc12,11,i,-0.6
CS(=O)(=O)N(CC(=O)N1CCN(c2ccccc2)CC1)c1ccc(Cl)c(C(F)(F)F)c1,4,i,-0.2
Cc1ccc(S(=O)(=O)N2CCC(C(=O)O)CC2)cc1C(=O)O,14,i,-2.4
CCOC(=O)C(C)Sc1nc2ccccc2c(=O)n1CC (stereo not given),36,.,-0.3

# The list continues:
SMILES,OX1R antag,KCNQ2 inh,STK33 inh
CCc1c(C)nc(SCC(=O)CC(=O)OC(C)C)c(C#N)c1C,3,i,4.9
O=C(O)c1ccc(-n2cccn2)nc1,8,i,-0.5
COc1cc(Cl)c(C)cc1NC(=O)CN(C)C1CCS(=O)(=O)C1 (stereo not given),3,.,-1.4
Cc1cc2c(cc1C)[n+](C)cn2CC(O)COCc1ccccc1 (stereo not given),8,i,0.8
CCOc1ccc(NC(=O)C2CCN(S(=O)(=O)c3ccc4c(c3)CC(C)N4C(C)=O)CC2)cc1 (stereo not given),15,i,-0.9
CCN(Cc1ccccc1)C(=O)CCNS(=O)(=O)c1cc(Br)cnc1N,16,i,-0.3
CCOCCCNC(=S)N1CCN(c2nc(-c3ccccc3)cs2)CC1,12,i,-1.5
CCOC(=O)C1CCN(C(=O)c2ccc3snnc3c2)CC1,15,i,-2.2
CN(C)CCn1c2c(c(SCC(=O)N3CCc4ccccc43)nc1=O)CCCC2,7,i,-0.3
c1ncn(C23CC4CC(CC(C4)C2)C3)n1,12,i,-2.5
COc1ccc(OC)c(CCNC(=O)CCc2nnc3ccc(N4CCOCC4)nn23)c1,10,i,1.1
CN(C)c1ccnc(Nc2ccccc2)c1C#N,41,i,-1.7
O=C(CN1CCOCC1)Nc1ccc(C2CCCCC2)cc1,8,i,0.0
COc1ccc(CNC(=O)CSc2nc3ccc(C)cc3[nH]2)cc1OC,26,i,-0.6
CCN(CC)S(=O)(=O)c1ccc2oc(C(=O)N3CCOCC3)c(C)c2c1,11,i,-4.6
COc1ccc(S(=O)(=O)N2CCC(C(=O)NCc3ccco3)CC2)cc1,18,i,-1.3
O=C(CCCn1c(=S)[nH]c2ccccc2c1=O)N1CCN(c2cccc(Cl)c2)CC1,7,i,-0.6
CC(C)CN(C(=O)COC(=O)c1ccc2ccccc2n1)C1CCS(=O)(=O)C1 (stereo not given),29,i,3.8
O=S(=O)(NCCNc1nccc(C(F)(F)F)n1)c1ccccc1,3,i,0.8
c1ccc(-c2n[nH]c3c2CCC3)cc1,22,i,0.8
CCOC(=O)c1c(C)c2c(=O)[nH]cnc2n1-c1ccccc1,10,i,0.6
CN(c1ccc(C(=O)N/N=C/c2cccc([N+](=O)[O-])c2)cc1)S(=O)(=O)c1ccccc1,22,i,7.3
Cc1cc(C)c2c(n1)SCC(=O)N2CC(=O)Nc1cccc(Cl)c1,7,i,-1.2
CCOC(=O)c1cc(C)sc1NC(=O)CN1CCN(C(=O)c2ccco2)CC1,7,i,1.8
CCOC(=O)C(C)N1N=C(/C=C/c2ccc(OC)cc2)CCC1=O (stereo not given),19,i,-1.0
COc1cccc(N(C(=O)Cn2nnc(-c3ccc(C)cc3)n2)C(C(=O)NC(C)(C)C)c2c[nH]c3ccccc23)c1 (stereo not given),5,i,-1.2
CCOC(=O)C1=C(C)N=c2s/c(=C\c3ccncc3)c(=O)n2C1c1ccc2c(c1)OCO2 (stereo not given),12,i,-2.2
CCOc1ccccc1C(=O)NC(C(=O)Nc1cccnc1)C(C)C (stereo not given),15,i,-1.2
C=CCN(c1ccccc1)S(=O)(=O)c1ccc2c(c1)NC(=O)C(C)S2 (stereo not given),16,i,1.1
Cn1cc(C(=O)Nc2ccc(Cl)cc2)c(C(F)(F)F)n1,10,i,.
Clc1ccc2[nH]c3c(c2c1)CCc1cn[nH]c1-3,34,i,9.1
CC(=O)c1c(C)[nH]c(C(=O)NCC2CCCCC2)c1C,1,i,0.1
CC1=CC=CC2=NC(=O)CC(C)(C(=O)N(CC(=O)NC3CCCC3)c3ccc(F)cc3)N12 (stereo not given),4,i,0.1
c1cncc(-c2nnc3n2C2(CCCCC2)Cc2ccccc2-3)c1,13,i,0.0
CN(CC(=O)Nc1ccc(Cl)c(C(F)(F)F)c1)C(=O)C1(c2ccccc2)CC1,35,i,.
COc1ccc(C(C)=O)cc1COC(=O)C1CC(=O)N(Cc2ccccc2)C1 (stereo not given),5,i,-0.9
COc1ccc(OCCOCCN2CCOCC2)cc1,15,i,-2.5
Nc1nonc1C(=O)NCCN=Cc1ccccc1O,6,i,1.6
COc1ccnc2c1c(=O)n(Cc1cccc(F)c1)c(=O)n2C,9,i,1.5
Cc1cc(C)cc(C(=O)NCC(=O)OCC(=O)N(C)c2ccccc2)c1,21,i,-2.0
CNC(=O)CSc1nc2ccccc2c(=O)n1C1CCCCC1,7,i,2.9
Cc1noc(C)c1S(=O)(=O)N(CC(=O)NC1CCCC1)c1ccc(C(C)C)cc1,3,i,-1.2
COCCNC(=S)NNC(=O)c1cc(C2CC2)nc2ccccc12,.,i,2.3
C/C(=N\NC(=O)Cc1ccc(F)cc1)c1ccc(O)cc1,8,i,0.3
CCN(CC)S(=O)(=O)c1cc(NC(=O)COC(=O)CCc2nc3ccccc3s2)ccc1C,12,i,-0.1
O=[N+]([O-])c1ccc(OCCCCCN2CCOCC2)cc1,21,i,-1.8
O=c1c(Cc2ccccc2)c(O)ccn1Cc1ccco1,1,i,-1.2
O=C(CCc1nc2ccccc2s1)Nc1cccnc1,14,i,-0.7

# In the list so far, 13 have an NH in an aromatic ring:
SMILES,OX1R antag,KCNQ2 inh,STK33 inh
O=C(COc1ccc(Br)cc1Cl)c1ccc[nH]1,6,i,-0.8
COc1ccc(OC)c(CNC(=O)Cc2c(C(=O)O)[nH]c3ccccc23)c1,15,i,-0.8
CC(C)Cc1ccc(C(C)NC(=O)c2ccc(=O)[nH]c2)cc1 (stereo not given),1,i,-1.9
Cc1cc2nc3c(c(=O)n2[nH]1)CCCC3,5,i,-0.6
COc1ccc(/C=N/NC(=O)c2ccc3nc[nH]c3c2)c(OC)c1OC,35,i,2.1
CCc1ccc(-c2nnn(Cc3nn[nH]n3)n2)cc1,10,i,1.7
COc1ccc(CNC(=O)CSc2nc3ccc(C)cc3[nH]2)cc1OC,26,i,-0.6
O=C(CCCn1c(=S)[nH]c2ccccc2c1=O)N1CCN(c2cccc(Cl)c2)CC1,7,i,-0.6
c1ccc(-c2n[nH]c3c2CCC3)cc1,22,i,0.8
CCOC(=O)c1c(C)c2c(=O)[nH]cnc2n1-c1ccccc1,10,i,0.6
COc1cccc(N(C(=O)Cn2nnc(-c3ccc(C)cc3)n2)C(C(=O)NC(C)(C)C)c2c[nH]c3ccccc23)c1 (stereo not given),5,i,-1.2
Clc1ccc2[nH]c3c(c2c1)CCc1cn[nH]c1-3,34,i,9.1
CC(=O)c1c(C)[nH]c(C(=O)NCC2CCCCC2)c1C,1,i,0.1

# Screening results from PubChem BioAssay.
